# Compound activity from PubChem.
# Platelet DG rel = platelet dense granule release activity. hit rate 0.22% among 300,000. inhibition, %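 (compounds screened at 7.5 µM in platelet-rich plasma)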. human platelet-rich plasma, SFLLRN dense granule ATP release, luminescence. AID 1663;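 active = mean replicate score, as percent of positive control, at or above 50; inconclusive = mean below 50 but at least one replicate at or above 50; inactive = mean and every replicate below 50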
# AI-2 QS modul = Vibrio harveyi AI-2 quorum sensing modulation; Vibrio harveyi JMH597 AI-2 luminescence/OD600 ratio, 9 h; stronger effect = lower value; strain lacks LuxN and CqsS sensors; 0 = neutral-control median; activity change, % at 7.5 µM; hit rate 0.4% among 300,000; in the data active = activity change below about -75%, passing the limit was not always enough; inconclusive = no clear call, values can overlap the other calls;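 note: luminescence divided by OD600 gain over 9 h not by final OD600 alone; inactives centre near 13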
# SKKanGAS inh = SKKanGAS growth inhibition; hit rate 1.3% among 300,000; inhibition, % at 7.5 µM; S. pyogenes SKKanGAS, kanamycin growth, BacTiter-Glo, 6 h;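 active = mean replicate score, as percent of positive control median, at least 50; inconclusive = mean below 50 but one replicate at or above 50; inactive = mean and every replicate below 50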;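 note: strain carries kanamycin resistance gene driven by streptokinase promoter and grows in 40 µg/ml kanamycin; loss of luminescence reflects streptokinase promoter inhibition or plain growth inhibition; 0% = median of DMSO wells and 100% = positive control at its reference dose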
# HSF1 inh = HSF1 inhibition; NIH3T3-HGL HSE-luciferase, MG132-induced, luminescence 8 h; stronger effect = lower value; activity change, negative = inhibition, % at 7.5 µM (by protocol); hit rate 0.77% among 300,000;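 active = more than half of replicate wells show activity change below -50%, luminescence cut by over half; inconclusive = some wells, but at most half, below -50%; inactive = no replicate well below -50%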;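 note: luciferase reports HSF-1 transcriptional activity via heat shock element; 0% = median of DMSO wells and -100% = zero luminescence signal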
# HIF activator = HIF pathway transcriptional activation | hit rate 0.32% among 300,000 | activation, % at 7.5 µM (by protocol) | U2OS HRE-luciferase reporter, luminescence; normalized: DMSO 0%, desferrioxamine 100%;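 active = mean activation of at least 10% of the iron chelator positive control signal, with at least half of replicates also reaching 10%; inconclusive = mean and replicate majority disagree about reaching 10%; inactive = mean and most replicates under 10%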
# aSyn 5UTR inh = MLPCN primary screen, SNCA 5' untranslated region | alpha-synuclein 5'UTR reporter, inhibitor activity | inhibition, % (tested at 7.5 µM) | hit rate 0.82% among 300,000 | AID 1813; in the data active = inhibition above about 60%; inconclusive = no clear call, values can overlap the other calls;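 note: H4 neuroglioblastoma cells stably carrying SNCA 5'UTR luciferase fusion; 0% = DMSO wells and 100% = positive control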
# IEC-6 tox = IEC-6 cytotoxicity, counter-screen for KLF5 inhibitors; luminescence viability; inhibition, % at 5 µM; hit rate 0.78% among 290,000; in the data active = inhibition above about 22%;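 note: 0% = plate median of test compound wells and 100% = cytotoxic reference compound wells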
# KLF5 inhibitor = kruppel-like factor 5 inhibition | hit rate 0.23% among 290,000 | DLD-1 KLF5 promoter-luciferase reporter, luminescence | inhibition, % at 5 µM | AID 1700;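 active = inhibition above a per-plate limit of that plate's mean compound inhibition plus 3 SD, cut at about 60% in these data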;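 note: 0% = DMSO wells and 100% = LY294002 at 200 µM; higher means less KLF5 promoter-driven luciferase light; inactives centre near -14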
# HSF-1 act = increases HSF-1 driven luciferase reporter signal; NIH3T3-HGL HSF-1 luciferase reporter, MG132, 8 h; 100% = twice DMSO control signal; hit rate 1.7% among 300,000; activation, % at 9 µM; AID 504408;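 active = mean replicate activation of at least 50% with a set share of replicates each reaching 50%; inconclusive = only one of those two conditions met; inactive = mean below 50% and too few replicates reaching it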;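 note: 0% = median of the neutral control wells and 100% = twice that signal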
# HSP90 refold inh = HSP90 refolding inhibition in rabbit reticulocyte lysate; hit rate 0.91% among 290,000; luciferase refolding luminescence, 3 h; AID 1789; inhibition, % at 5.6 µM;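 active = inhibition above the screen-wide mean plus 3 SD, computed separately per campaign, cut at about 16% in these data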;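 note: 0% = DMSO wells and 100% = 60 µM geldanamycin wells; inhibitors lower the luminescence because luciferase stays unfolded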
# Starred values were filed as active, the others as inactive; u = inconclusive; x = not tested or not shown.
1) Cc1cc(NC(=O)COC(=O)[C@H](C)NC(=O)c2ccccc2)no1
2) CC(C)c1ccc(NC(=O)CCNC(=O)N2CC(=O)Nc3ccccc32)cc1
3) CN(C)c1ccc(-c2sc(Nc3ccccc3)n[n+]2-c2ccc(F)cc2)cc1
4) Nc1ccc2nc(C(F)(F)F)[nH]c2c1
5) Cc1ccc(CSCc2ccc(C(=O)NC3CC3)o2)cc1
6) CCCCn1c(SCC(=O)Nc2ccc(C)c(S(=O)(=O)N3CCOCC3)c2)nnc1C(CC)N(C)C (centres undefined)
7) Clc1ccccc1-c1nn2c(Cn3cnc4ccccc43)nnc2s1
8) CCOC(=O)C1=C(C)N(CC)C(=S)NC1c1ccccc1OC(F)F (centres undefined)
screen / no.	1	2	3	4	5	6	7	8
Platelet DG rel	-1.6	-7.9	2.2	19.6	2.7	-2.6	-1.7	6.8
AI-2 QS modul	-6.7	4.9	23.8	19.2	10.0	7.3	5.4	x
SKKanGAS inh	-0.8	2.0	-1.3	-4.8	-7.7	-10.5	2.1	2.6
HSF1 inh	u	-1.1	13.9	-9.1	3.2	5.8	9.3	2.8
HIF activator	0.0	0.3	2.9	-0.4	0.7	0.2	0.3	0.0
aSyn 5UTR inh	-4.8	10.3	-203.5	5.0	-13.2	-10.2	6.2	5.1
IEC-6 tox	-0.4	-2.5	-3.9	-2.5	-3.5	x	-1.8	-6.9
KLF5 inhibitor	-16.3	-25.4	-17.6	-23.4	-56.5	x	-30.0	27.5
HSF-1 act	-57.0	-10.8	21.3	5.2	3.4	11.3	-8.7	1.0
HSP90 refold inh	-0.9	0.8	0.1	-1.6	-3.9	x	1.6	-0.6

9) O=C(c1cccs1)N1CCN(c2ccccc2)CC1
10) Cc1ccc(CN2C(=O)CNC2=S)cc1
11) O=C(CS(=O)(=O)c1c[nH]c2ccccc12)N1CCCCC1
12) COc1ccc(CNC(=O)C2CCN(C(=O)c3cccc(Cl)c3)CC2)cc1
13) COC(=O)[C@H](Cc1ccccc1)NC(=O)O[C@@H]1C(=O)c2cc(OC)ccc2O[C@H]1c1ccc(OC)c(Br)c1
14) CCC(C)NC(=O)c1cc2c(=O)n(CC)c3ccccc3c2s1 (centres undefined)
15) Cc1oc(C(C)(C)C)cc1C(=O)Nc1cccc(/C=C\C(=O)O)c1
16) Cc1ccc(-c2noc(-c3ccccc3C(=O)NCc3ccco3)n2)cc1
screen / no.	9	10	11	12	13	14	15	16
Platelet DG rel	11.9	6.7	-5.1	-0.4	8.9	1.4	5.8	-6.6
AI-2 QS modul	11.6	24.6	11.7	8.6	10.8	9.3	17.0	-3.9
SKKanGAS inh	-1.9	-4.8	-4.0	13.2	28.3	7.4	-3.3	2.3
HSF1 inh	0.0	-5.5	3.5	2.2	10.2	-3.9	-1.9	6.8
HIF activator	0.4	-0.5	-0.6	-0.3	0.2	-1.9	-0.3	1.6
aSyn 5UTR inh	-17.2	17.4	21.8	19.9	-19.6	-31.0	3.5	-31.7
IEC-6 tox	-5.2	-6.9	-2.5	-0.2	-9.0	-1.1	-1.2	0.3
KLF5 inhibitor	-14.1	-15.9	-40.3	-19.1	-18.0	-35.5	-31.5	-22.1
HSF-1 act	-14.0	12.2	24.5	3.7	1.2	6.5	9.7	10.0
HSP90 refold inh	0.5	-4.8	-1.3	0.0	-0.9	-3.4	-0.6	-2.2

17) COc1ccc(/C=N/Nc2nc(=O)[nH]nc2C)cc1OC
18) CC(=O)Nc1ccc(OCC(=O)NCc2ccc(C)cc2)cc1
19) Cc1cccc(/C=N/NC(=O)c2cc(Br)ccc2OCc2ccccc2)n1
20) COc1ccc(CCNC(=O)CSc2n[nH]c(C)c2[N+](=O)[O-])cc1OC
21) COc1ccc(/C=C(\C#N)C(=O)OCC(=O)N(C)C2CCS(=O)(=O)C2)cc1 (centres undefined)
22) CC(=O)Oc1ccc(N2C(=O)CCC2=O)cc1
23) O=C(NN=C1CCC(c2ccccc2)CC1)c1ccccc1-n1cccc1 (centres undefined)
24) CC(=O)c1ccc(OC2OCCOC2Oc2ccc(C(C)=O)cc2)cc1 (centres undefined)
screen / no.	17	18	19	20	21	22	23	24
Platelet DG rel	10.7	-0.7	0.1	-1.6	-1.5	-5.6	2.9	2.2
AI-2 QS modul	13.6	21.1	13.3	6.2	22.6	21.9	21.9	15.9
SKKanGAS inh	10.6	3.4	18.6	0.5	14.9	0.0	-1.1	0.0
HSF1 inh	-6.9	-0.8	25.4	-2.4	-2.0	-3.5	-2.2	-8.2
HIF activator	-0.3	0.3	2.3	0.0	-41.3	-0.2	0.3	0.1
aSyn 5UTR inh	6.8	-3.8	4.6	3.6	4.4	11.3	-22.5	-24.2
IEC-6 tox	-0.4	-2.1	6.0	-4.3	x	-0.8	-10.0	1.3
KLF5 inhibitor	-28.7	-17.9	-9.3	-13.6	x	8.9	-36.5	-1.8
HSF-1 act	-23.7	17.9	30.9	-7.9	-4.8	-8.9	-9.8	9.0
HSP90 refold inh	13.1	3.3	2.2	0.6	x	1.4	-2.4	3.1

25) COc1ccc(C(=O)NC(C)CCCC(C)(C)O)cc1OC1CCN(C(C)=O)CC1 (centres undefined)
26) Cc1ccc(N2C(=O)C3CCCN3C2=S)cc1 (centres undefined)
27) Cc1ccc(C(=O)/C=C2\NCC(C)NC2=O)cc1 (centres undefined)
28) O=S(=O)(NCc1ccccc1)c1ccc(NC(=S)NCc2ccco2)cc1
29) Cc1ccc(CS(=O)(=O)c2ccc(C(=O)N3CCCCC3)cc2[N+](=O)[O-])cc1
30) CNc1ccccc1NC(=O)CCn1c(=S)oc2ccccc21
31) Cn1c(CNC(=O)c2ccccc2F)nnc1SCc1ccc(F)cc1
32) Fc1ccccc1N1CCN(c2nc(-c3cccs3)nc3ccccc23)CC1
screen / no.	25	26	27	28	29	30	31	32
Platelet DG rel	5.5	-3.7	-15.6	-3.9	0.2	8.3	1.0	-11.7
AI-2 QS modul	18.0	20.5	-8.0	-97.4*	27.5	-7.6	3.8	25.4
SKKanGAS inh	-0.4	-0.1	5.8	-3.2	-2.1	-12.5	-8.7	1.2
HSF1 inh	-0.7	-0.5	2.8	11.8	1.1	12.5	-1.0	-4.2
HIF activator	-1.4	0.9	-1.0	0.4	-0.4	0.1	0.0	-0.4
aSyn 5UTR inh	5.7	-19.8	u	-12.8	-39.4	15.1	15.3	22.1
IEC-6 tox	-2.5	-8.4	3.9	-1.6	-6.6	1.1	-3.5	0.2
KLF5 inhibitor	-37.4	-24.7	-41.2	-16.9	28.4	2.4	-10.1	-23.8
HSF-1 act	-13.1	0.9	19.7	41.5	-3.2	1.7	-1.3	3.7
HSP90 refold inh	-2.1	-4.6	37.4*	-2.1	-2.9	0.6	-2.7	-8.1

# Sorted by the number under HSP90 refold inh (low to high): some entries from above
nr	mol	HSP90 refold inh
10	Cc1ccc(CN2C(=O)CNC2=S)cc1	-4.8
4	Nc1ccc2nc(C(F)(F)F)[nH]c2c1	-1.6
8	CCOC(=O)C1=C(C)N(CC)C(=S)NC1c1ccccc1OC(F)F (centres undefined)	-0.6
12	COc1ccc(CNC(=O)C2CCN(C(=O)c3cccc(Cl)c3)CC2)cc1	0.0
9	O=C(c1cccs1)N1CCN(c2ccccc2)CC1	0.5
24	CC(=O)c1ccc(OC2OCCOC2Oc2ccc(C(C)=O)cc2)cc1 (centres undefined)	3.1

# Other results.
33) COc1cc(C(=O)NCc2cccc(Cl)c2)ccc1OCC(=O)N1CCOCC1
34) COC(=O)C1CCN(C(=O)COc2ccc(Cl)cc2)CC1
35) CCN(CC)C1=CC2=CC(=C(C#N)C#N)CCC2CC1 (centres undefined)
36) CCn1cc(CN2CCN(CCC(C)C)C(CCO)C2)c2ccccc21 (centres undefined)
37) CCCCNC(=O)N(O)C1N(CCCC)C(=O)N(CC(=O)OC)C1(C)C (centres undefined)
38) Cc1cc(NC(=O)c2ccc(Br)o2)ccc1NC(=O)c1ccco1
39) CC(NC(=O)/C(C#N)=C1\N=C(NC(=O)c2ccco2)c2ccccc21)c1ccccc1 (centres undefined)
40) CC(C)CCn1nnnc1C(c1ccc(N(C)C)cc1)N1CCN(C(=O)c2ccco2)CC1 (centres undefined)
screen / no.	33	34	35	36	37	38	39	40
Platelet DG rel	-0.5	4.4	-0.8	6.6	-18.5	18.8	5.3	3.8
AI-2 QS modul	10.6	24.8	19.1	11.7	-4.6	-14.9	22.2	11.9
SKKanGAS inh	-5.1	-4.3	x	-1.5	-10.3	15.5	4.4	0.3
HSF1 inh	3.4	14.2	-3.9	-3.6	-5.6	12.4	-3.5	11.5
HIF activator	-4.6	-1.1	-0.3	-2.6	0.5	1.3	-0.5	-11.5
aSyn 5UTR inh	6.7	-21.5	-1.7	3.5	2.9	-43.4	15.5	5.6
IEC-6 tox	x	-1.5	0.3	-6.8	-1.8	-3.5	-3.8	-10.9
KLF5 inhibitor	x	-28.0	-24.8	-41.7	-6.3	-28.9	-38.9	-18.5
HSF-1 act	5.3	28.0	-2.1	-5.6	5.1	16.3	-3.9	19.3
HSP90 refold inh	x	0.9	2.7	0.3	-1.7	1.9	2.7	-2.0

41) CC(C)C(NC(=O)C12CC3CC(CC(C3)C1)C2)C(=O)NC1=NCCS1 (centres undefined)
42) OCCN(CCO)CC(O)Cn1c2ccccc2c2ccccc21 (centres undefined)
43) O=C(Nc1cccc(-c2nc3cc(Cl)ccc3o2)c1)C1CCCO1 (centres undefined)
44) O=C(NN1C(=O)c2cc(Br)ccc2NC1c1cc(Br)cc(Br)c1O)c1ccncc1 (centres undefined)
45) COc1ccccc1C(=O)NCCC(=O)NCCCSc1ccccc1
46) CCOC(=O)c1ccc(NC(=O)COc2ccc(-n3cnnn3)cc2)cc1
screen / no.	41	42	43	44	45	46
Platelet DG rel	-1.8	-3.3	-6.8	-0.6	4.9	-2.1
AI-2 QS modul	29.3	36.8	-11.0	40.2	1.7	-10.0
SKKanGAS inh	0.8	4.8	-0.3	58.7*	32.4	7.0
HSF1 inh	-40.3	2.5	x	1.2	-2.6	-0.7
HIF activator	-0.4	-0.1	1.1	-0.1	-0.3	-0.4
aSyn 5UTR inh	10.4	9.2	-71.6	-10.3	0.6	18.2
IEC-6 tox	-3.9	10.2	3.6	1.6	x	-2.5
KLF5 inhibitor	-3.5	12.7	-59.2	-11.2	x	0.4
HSF-1 act	-55.9	15.6	x	-4.3	-3.3	-10.4
HSP90 refold inh	2.3	3.8	-3.1	4.9	x	-1.0

# Rewritten with values under each structure: entries from further up.
# Below each compound: Platelet DG rel | AI-2 QS modul | SKKanGAS inh | HSF1 inh | HIF activator | aSyn 5UTR inh | IEC-6 tox | KLF5 inhibitor | HSF-1 act | HSP90 refold inh
44	O=C(NN1C(=O)c2cc(Br)ccc2NC1c1cc(Br)cc(Br)c1O)c1ccncc1 (centres undefined)
  -0.6 | 40.2 | 58.7* | 1.2 | -0.1 | -10.3 | 1.6 | -11.2 | -4.3 | 4.9
41	CC(C)C(NC(=O)C12CC3CC(CC(C3)C1)C2)C(=O)NC1=NCCS1 (centres undefined)
  -1.8 | 29.3 | 0.8 | -40.3 | -0.4 | 10.4 | -3.9 | -3.5 | -55.9 | 2.3
